UGM FP inh = Mtb UDP-galactopyranose mutase inhibition; hit rate 0.06% among 320,000; purified UGM, fluorescence polarization probe displacement; AID 504406; inhibition, % at 10 µM; in the data active = inhibition above about 10%, passing the limit was not always enough
Target sequence (P9WIQ1 whole entry, looked up): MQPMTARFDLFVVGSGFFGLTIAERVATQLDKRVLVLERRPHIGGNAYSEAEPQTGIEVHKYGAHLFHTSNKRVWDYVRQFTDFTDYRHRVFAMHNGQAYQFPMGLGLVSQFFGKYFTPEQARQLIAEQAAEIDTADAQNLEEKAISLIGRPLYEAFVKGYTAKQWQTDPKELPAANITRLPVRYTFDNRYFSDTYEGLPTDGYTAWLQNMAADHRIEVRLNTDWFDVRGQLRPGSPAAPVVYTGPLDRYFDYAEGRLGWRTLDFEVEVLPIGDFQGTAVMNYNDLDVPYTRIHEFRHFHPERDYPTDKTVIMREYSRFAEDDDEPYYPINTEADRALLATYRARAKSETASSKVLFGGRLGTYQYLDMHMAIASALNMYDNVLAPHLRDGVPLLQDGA
CCHF vOTU inh = blocks the CCHF virus ovarian tumor domain protease; hit rate 0.55% among 370,000; inhibition, % at 11.5 µM; CCHFV vOTU protease, Pep-AMC fluorescence; in the data active = inhibition above about 30%; note: 0% = vehicle wells with enzyme and 100% = no enzyme wells
BioA inh = inhibitors of Mycobacterium tuberculosis BioA enzyme | purified M. tuberculosis BioA enzyme, plate reader | inhibition, % at 9.99 µM | hit rate 0.096% among 360,000; in the data active = inhibition above about 40%
PrPC surface inh = cell surface PrPC inhibition, primary TR-FRET screen; TR-FRET read-out; inhibition, % at 13.8 µM; hit rate 0.43% among 370,000; AID 720596; in the data active = inhibition above about 24%; note: 0% = median of the test wells and 100% = reference compound wells
Starred values were filed as active, the others as inactive; nt = not tested or not shown; & = joins results of further samples. The list is partial. The share of hits here may be higher or lower than overall.

Every second line gives: UGM FP inh | CCHF vOTU inh | BioA inh | PrPC surface inh
> Cn1c(SCC(=O)NCc2ccc(F)cc2)nc2c([nH]c3ccccc32)c1=O
  0.5 | 5 | nt | -5
> CC1=NN(c2ccccc2)C(=O)/C1=C/c1ccc(-c2ccc(C)c(C(=O)O)c2)o1
  2.4 | -9 | nt | 3
> CCC(C)NC(=O)c1cc(Sc2nnc(C)s2)nc2ccccc12 (stereo not given)
  -1.0 | -3 | nt | -4
> O=C(OCC(=O)N1CCN(c2ccccc2)CC1)c1cnc(Cl)c(Cl)c1
  0.4 | -8 | nt | 8
> COc1ccc2cc(CN(Cc3cccnc3)Cc3nnnn3Cc3ccccc3)c(=O)[nH]c2c1
  0.9 | -9 | nt | -9
> CC(=O)C1=C(O)C(=O)N(c2cccnc2)C1c1ccc([N+](=O)[O-])cc1 (stereo not given)
  0.6 | 18 | nt | 0
> Cc1ccc(Cn2nc(C)c(NC(=O)c3cc(-c4ccc5c(c4)OCO5)on3)c2C)cc1
  0.9 | -4 | nt | 7
> COc1ccc2c(c1)OC[C@H]1[C@H]2N2C(=O)CNC(=O)[C@@]2(C)[C@H]1c1ccccc1
  -2.8 | 10 | nt | -7
> CCOc1ccc(NC(=O)CC)cc1
  -1.5 | -5 | nt | 1
> CCNc1nc(=S)nc(NCc2ccccc2)[nH]1
  1.8 | -5 | nt | -9
> Cc1[nH][nH]c(=O)c1N=Nc1ccccc1C#N
  1.5 | 4 | nt | -34
> COC(=O)[C@@]1(Cc2ccc(F)cc2)[C@H]2c3cc(C(=O)N4CCCC4)n(CCO)c3C[C@H]2CN1C(=O)c1ccccc1
  0.0 | 3 | nt | 3
> O=C(NCC(=O)N(c1cccnc1)C(C(=O)NC1CCCC1)c1ccc(F)cc1)c1ccco1 (stereo not given)
  -3.2 | 2 | nt | -7
> CCCCCCN(C(=O)CCCCCN1C(=O)NC(c2cccc([N+](=O)[O-])c2)C(C(=O)OCc2ccccc2)=C1C)C(C(=O)NCCCC)c1ccc(OCC(=O)OC)c(C(=O)OC)c1 (stereo not given)
  -1.6 | 16 | nt | -3
> COc1ccc(C2NC(=O)N(CCCC(=O)O)C(C)=C2C(=O)OCc2ccccc2)cc1 (stereo not given)
  -0.9 | -1 | nt | 7
> Cc1ccc2c(c1)-c1ncc(C(=O)c3cc(Br)ccc3O)cc1CO2
  0.0 | 1 | nt | -7
> OC[C@H]1O[C@@H]2O[C@H]3[C@H](O)[C@@H](O)[C@@H](O[C@H]4[C@H](O)[C@@H](O)[C@@H](O[C@H]5[C@H](O)[C@@H](O)[C@@H](O[C@H]6[C@H](O)[C@@H](O)[C@@H](O[C@H]7[C@H](O)[C@@H](O)[C@@H](O[C@H]1[C@H](O)[C@H]2O)O[C@@H]7CO)O[C@@H]6CO)O[C@@H]5CO)O[C@@H]4CO)O[C@@H]3CO
  0.6 | 2 | nt | 8
> O=C(NCc1ccccc1)c1ccc(Cl)cc1
  0.3 | 5 | nt | 7
> CN1CCN(c2ccc([N+](=O)[O-])cc2/C=N/NC(=O)c2cccc([N+](=O)[O-])c2)CC1
  1.6 | -2 | nt | -18
> NC1=NC(c2cn[nH]c2-c2ccc(F)cc2)n2c(nc3ccccc32)N1 (stereo not given)
  -2.5 | -3 | nt | 1

Part of the list above, as labelled records.
> Cc1ccc(Cn2nc(C)c(NC(=O)c3cc(-c4ccc5c(c4)OCO5)on3)c2C)cc1
  UGM FP inh: 0.9 | CCHF vOTU inh: -4 | BioA inh: nt | PrPC surface inh: 7
> COc1ccc2c(c1)OC[C@H]1[C@H]2N2C(=O)CNC(=O)[C@@]2(C)[C@H]1c1ccccc1
  UGM FP inh: -2.8 | CCHF vOTU inh: 10 | BioA inh: nt | PrPC surface inh: -7

(listing goes on)
Every second line gives: UGM FP inh | CCHF vOTU inh | BioA inh | PrPC surface inh
> CCOCCCNC(=S)NCCCNc1nc2ccc(C)cc2cc1C#N
  -2.8 | -27 | nt | -11
> Cc1c(-c2cc[n+]([O-])cc2)oc2ccc(Br)cc2c1=O
  -0.1 | 7 | nt | -15
> C[C@@H](C(=O)Nc1ccc2ccccc2c1)[C@H]1C[C@]1(C)[C@H](NS(=O)(=O)c1ccc(-c2ccccc2)cc1)c1ccccc1
  1.1 | 10 | nt | 1
> CC1=C(C(=O)OCc2ccccc2)C(c2ccc3ccccc3c2)NC(=O)N1CCCCCC(=O)O (stereo not given)
  2.5 | 24 | nt | 6
> O=C(CN1CCC2(CC1)OCCO2)c1c[nH]c2ccccc12
  -3.4 | 0 | nt | -1
> CC1=C(C(=O)OCc2ccccc2)C(c2ccccc2OS(=O)(=O)c2ccccc2[N+](=O)[O-])NC(=O)N1CCCC(=O)O (stereo not given)
  1.6 | 0 | nt | 0
> CCCCC(=O)Nc1cccc(C(C)O)c1 (stereo not given)
  -0.2 | -12 | nt | -9
> CCC/C=C(\CCC)C(NC(=O)c1ccc(C(=O)OC)cc1)c1ccc(C(=O)OC)cc1 (stereo not given)
  -0.6 | -1 | nt | -2
> CC(C)[C@@H]1NC(=O)c2cc([N+](=O)[O-])cc(I)c2NCCC[C@@H](C(N)=O)NC(=O)[C@H](CO)NC1=O
  0.5 | 11 | nt | -6
> C/C(=N\NC(=O)c1ccncc1)c1c(O)[nH]c(=O)[nH]c1=O
  0.1 | -11 | nt | 3
> CCOc1cc(NC(=O)c2cccs2)c(OCC)cc1NC(=O)CCC(=O)NCc1ccccn1
  0.5 | -3 | nt | 2
> C/C(=N\NC(=O)Cc1c(C)[nH][nH]c1=O)c1ccc2ccccc2c1
  1.1 | -16 | nt | 5
> COc1cc(OC)c(C2CC(=O)N3CN(c4ccccc4C)CSC3=C2C#N)cc1OC (stereo not given)
  -0.1 | 7 | nt | 6
> CN1/C(=C\C=C2/C(=O)Oc3ccccc3C2=O)C(C)(C)c2ccccc21
  -0.1 | 0 | nt | -18
> Cn1c(=O)c2c(nc(CN3CCN(c4ccccc4)CC3)n2CCN2CCOCC2)n(C)c1=O
  0.2 | -3 | nt | -4
> C(=N\Nc1nc(Nc2ccccc2)nc(N2CCOCC2)n1)/c1c[nH]c2ccccc12
  -1.3 | 3 | nt | -4
> O=C1C=C(NCc2ccc3c(c2)OCO3)CC(c2ccccc2)C1 (stereo not given)
  -0.8 | 4 | nt | -7
> C[C@H](CO)N1C[C@H](C)[C@@H](CN(C)S(C)(=O)=O)OCc2cn(nn2)CCCC1=O
  nt | -1 | -1.7 | 3
> O=C(C[C@@H]1CC[C@H](NC(=O)Cc2ccccn2)[C@@H](CO)O1)NCCc1ccccc1
  nt | -1 | -1.4 | -5
> CCCNC(=O)Nc1ccc2c(c1)C(=O)N(C)[C@H]1CC[C@@H](CC(=O)OC)O[C@H]1CO2
  nt | -4 | -0.1 | -10

Remaining list, next part
Every second line gives: UGM FP inh | CCHF vOTU inh | BioA inh | PrPC surface inh
> CCS(=O)(=O)Nc1ccc2c(c1)C(=O)N(C)[C@@H]1CC[C@H](CC(=O)N[C@@H]3CCN(Cc4ccccc4)C3)O[C@H]1CO2
  nt | 14 | -1.4 | -6
> CCS(=O)(=O)Nc1ccc2c(c1)C(=O)N(C)[C@@H]1CC[C@H](CC(=O)OC)O[C@H]1CO2
  nt | 5 | -3.9 | 7
> CN1C(=O)c2cc(NC(=O)Cc3ccccc3)ccc2OC[C@H]2O[C@H](CC(=O)O)CC[C@H]21
  nt | -3 | 3.4 | -4
> Cc1ccccc1NC(=O)Nc1ccc2c(c1)C(=O)N(C)[C@H]1CC[C@H](CC(=O)NCC3CC3)O[C@@H]1CO2
  nt | 0 | -1.7 | -2
> C[C@@H]1CCCCO[C@@H](CN(C)C(=O)Nc2ccc(F)cc2)[C@@H](C)CN([C@H](C)CO)C(=O)c2cc(NC(=O)Nc3ccc4c(c3)OCO4)ccc2O1
  nt | 4 | 0.5 | -2
> C[C@@H]1CN([C@H](C)CO)C(=O)c2cc(Br)cnc2O[C@H]1CN(C)Cc1ccccc1F
  nt | -5 | 8.6 | -12
> C[C@@H]1CN([C@@H](C)CO)C(=O)CCCn2nncc2CO[C@H]1CN(C)C(=O)Nc1ccc(N2CCN(C)CC2)cc1
  nt | -4 | -0.2 | -4
> COCC(=O)N1C[C@H](C)[C@H](OC)CN(C)C(=O)c2cc(NC(=O)Nc3cccc(F)c3)ccc2OC[C@@H]1C
  nt | 1 | 2.4 | 3
> CCS(=O)(=O)Nc1ccc2c(c1)C(=O)N(C)[C@@H]1CC[C@H](CC(=O)N3CCCCC3)O[C@H]1CO2
  nt | 6 | 0.3 | 5
> COc1ccc(CN2C[C@H](O)COC[C@@H]3O[C@H](CC(=O)NCc4ccncn4)CC[C@H]32)cc1
  nt | -4 | -1.8 | 1
> COc1ccc(S(=O)(=O)Nc2ccc3c(c2)C(=O)N([C@H](C)CO)C[C@H](C)[C@@H](CN(C)C)OCCCC[C@H](C)O3)cc1
  nt | -9 | -1.1&-2.1 | -4
> COc1ccccc1-c1cn(CC[C@@H]2CC[C@H](NC(=O)C3CCC3)[C@@H](CO)O2)nn1
  nt | 17 | 3.5 | -16
> Cc1ccc2[nH]c3c(c2c1)CN(C(=O)CN1CCSCC1)CC3
  nt | -4 | -2.5 | 1
> CCC(=O)Nc1ccc2c(c1)C(=O)N(C)[C@@H]1CC[C@@H](CC(=O)NCc3ccc(OC)cc3)O[C@H]1CO2
  nt | 19 | -2.1 | 2
> C[C@@H]1CCCCO[C@@H](CN(C)C(=O)Nc2ccc3c(c2)OCO3)[C@@H](C)CN([C@H](C)CO)C(=O)c2cc(NC(=O)Nc3ccc(C(F)(F)F)cc3)ccc2O1
  nt | 9 | 1.3 | 5
> CN(C)CC(=O)N[C@@H]1C=C[C@@H](CC(=O)NCCN2CCCCC2)O[C@@H]1CO
  nt | -5 | -2.5 | 10
> COC(=O)C[C@H]1CC[C@@H]2[C@H](COc3ccc(NC(=O)NCc4ccccc4)cc3C(=O)N2C)O1
  nt | -5 | 0.1 | 1
> CCOC(=O)N(C)C[C@H]1OCc2cnnn2CCCC(=O)N([C@H](C)CO)C[C@@H]1C
  nt | 18 | 2.4&-1.6 | -7
> COc1cc2nc(-c3ccccc3)nc(N3CCCC3)c2cc1OC
  nt | 19 | -0.7 | -8
> C[C@H](CO)N1C[C@H](C)[C@@H](CN(C)C(=O)Cc2ccccc2)OCc2cn(nn2)CCCC1=O
  nt | -2 | -1.1 | -5

(cont.)
Every second line gives: UGM FP inh | CCHF vOTU inh | BioA inh | PrPC surface inh
> CCC(=O)Nc1ccc2c(c1)C(=O)N(C)[C@@H]1CC[C@@H](CC(=O)NCCN3CCCCC3)O[C@H]1CO2
  nt | 7 | 0.0 | -7
> C[C@H]1CN([C@@H](C)CO)C(=O)CCCn2nncc2CO[C@@H]1CN(C)Cc1ccc2cccnc2c1
  nt | 10 | 1.2 | 0
> COc1ccc(NC(=O)N[C@H]2CC[C@@H](CC(=O)NC3CCC3)O[C@@H]2CO)cc1
  nt | -3 | -2.6 | -1
> C[C@@H]1CN([C@@H](C)CO)C(=O)CCCn2cc(nn2)CO[C@H]1CN(C)C(=O)Nc1ccnc(N2CCOCC2)c1
  nt | 1 | 0.9&-1.2 | 4
> C[C@@H]1CN([C@@H](C)CO)C(=O)CCCn2cc(nn2)CO[C@H]1CN(C)C(=O)Nc1ccccc1
  nt | -7 | 0.8 | -2
> C[C@@H]1CN([C@@H](C)CO)C(=O)c2cc(Br)cnc2O[C@@H]1CN(C)C(=O)c1ccc(F)cc1
  nt | 7 | -0.9 | -1
> C[C@@H]1CN([C@@H](C)CO)C(=O)CCCn2nncc2CO[C@H]1CN(C)CC1CCCCC1
  nt | -6 | -1.3 | -3
> CN(C)CC(=O)N[C@@H]1CC[C@@H](CC(=O)NCCN2CCCCC2)O[C@@H]1CO
  nt | 8 | -3.0 | 5
> C[C@@H]1CN([C@@H](C)CO)C(=O)c2cc(Br)cnc2O[C@@H]1CN(C)Cc1ccccn1
  nt | -2 | -0.5&-0.6 | 3
> O=C(N[C@@H]1CC[C@@H](CCNS(=O)(=O)c2ccc(Cl)cc2)O[C@@H]1CO)c1cccnc1
  nt | -4 | 4.7 | -8
> C[C@@H]1CCCCO[C@@H](CN(C)Cc2ccc(C(=O)O)cc2)[C@@H](C)CN([C@H](C)CO)C(=O)c2cc(NS(C)(=O)=O)ccc2O1
  nt | -2 | -1.7 | -8
> O=C(C[C@@H]1CC[C@@H]2[C@H](COC[C@H](O)CN2Cc2cccc(C(F)(F)F)c2)O1)NCc1ccc(Cl)cc1
  nt | 7 | 1.6 | 0
> O=C(C[C@H]1CC[C@@H]2[C@H](COC[C@H](O)CN2Cc2cccc(C(F)(F)F)c2)O1)NCCc1ccccc1
  nt | 15 | -3.5 | 6

A second format for 2 compounds above.
canonical_smiles | UGM FP inh | CCHF vOTU inh | BioA inh | PrPC surface inh
CCC(=O)Nc1ccc2c(c1)C(=O)N(C)[C@@H]1CC[C@@H](CC(=O)NCCN3CCCCC3)O[C@H]1CO2 | nt | 7 | 0.0 | -7
C[C@H]1CN([C@@H](C)CO)C(=O)CCCn2nncc2CO[C@@H]1CN(C)Cc1ccc2cccnc2c1 | nt | 10 | 1.2 | 0

Of the compounds above, 3 contain a CF3 group:
Every second line gives: UGM FP inh | CCHF vOTU inh | BioA inh | PrPC surface inh
> C[C@@H]1CCCCO[C@@H](CN(C)C(=O)Nc2ccc3c(c2)OCO3)[C@@H](C)CN([C@H](C)CO)C(=O)c2cc(NC(=O)Nc3ccc(C(F)(F)F)cc3)ccc2O1
  nt | 9 | 1.3 | 5
> O=C(C[C@@H]1CC[C@@H]2[C@H](COC[C@H](O)CN2Cc2cccc(C(F)(F)F)c2)O1)NCc1ccc(Cl)cc1
  nt | 7 | 1.6 | 0
> O=C(C[C@H]1CC[C@@H]2[C@H](COC[C@H](O)CN2Cc2cccc(C(F)(F)F)c2)O1)NCCc1ccccc1
  nt | 15 | -3.5 | 6

High-throughput results deposited in PubChem by several laboratories.
